MLL CXXC-DNA inh = qHTS Fluorescence Polarization Assay for Inhibitors of MLL CXXC domain - DNA interaction; MLL-CXXC / FITC-HOXA9 DNA fluorescence polarization; Histone-lysine N-methyltransferase 2A (Homo sapiens), Q03164; hit rate 0.037% among 290,000; Potency, µM (series often up to 115 µM), inactives show at the top dose activity change, negative = inhibition, actives largely listed as inhibitors; AID 2662, 2010; active means well fitted inhibition curve with a large enough effect in the polarisation, with a control signal flat, not every such curve was filed as active; inconclusive means small, poorly fitted or top-dose-only effect, or effect the other way, or a change in a side signal; inactive means no such curve, though single readings can be large or run the other way; the % refers to the polarisation; further: potency means the concentration at half of the fitted maximal effect
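Fluorescence polarization: 7 uM MLL-CXXC (stock) preincubated 5 min with compounds, then 50 nM fluorescein-HOX-A9 DNA (stock) added; 30 min ambient. Buffer 50 mM Tris-HCl pH 7.5, 50 mM NaCl, 1 mM DTT, 0.05% BSA.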
ASM inhibitor = Inhibitors of Secretory Acid Sphingomyelinase (S-ASM): qHTS. hit rate 0.006% among 340,000. placental ASM, HMU-PC fluorogenic substrate, 60 min. Sphingomyelin phosphodiesterase (Homo sapiens), P17405. Potency, µM (series often up to 57.5 µM), for inactives: top-dose activity change, negative = inhibition, hits mostly inhibitors; further: potency means the concentration at half of the fitted maximal effect
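Human placenta-derived ASM enzyme was preincubated with compound for 10 minutes at room temperature, then given fluorogenic substrate HMU-PC0 (9 uM final) for 60 minutes at 37 °C; a pH 10 stop preceded fluorescence reading at Ex 386/Em 447 nm.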
Integrin act MD = qHTS for Activators of Integrin-Mediated Alleviation for Muscular Dystrophy. alpha7betagal myoblasts, beta-gal FDG fluorescence, 48 h. Potency, µM (series often up to 38.3 µM), inactives show top-dose activation, most hits filed as activators. hit rate 0.064% among 350,000. AID 624291, 2012;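 further: potency means the concentration at half of the fitted maximal effect; 100% = response of the positive control SU9516; nearly all actives have a fitted effect of over 60% in size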
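Alpha7betagal+/- myoblasts (passage 13) were plated 16-24 hr, then exposed to compounds (1:260 dilution of DMSO stock) for 48 hours at 37C. After MPER lysis, β-galactosidase reporter activity was read as FDG fluorescence (ex 480/em 540) after 30 minutes.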
MBNL1 CUG block = qHTS Assay for Inhibitors of MBNL1-poly(CUG) RNA binding; hit rate 0.036% among 280,000; Potency, µM (doses to about 57.5 µM), without a hit: top-dose activity change, negative = inhibition, hits mostly inhibitors; TR-FRET MBNL1-His/biotin-(CUG)12 binding, 665/545 ratio; Muscleblind-like protein 1 (Homo sapiens), Q9NR56; active means well fitted inhibition curve with a large enough effect in the signal ratio, with a control signal flat, not every such curve was filed as active; inconclusive means small, poorly fitted or top-dose-only effect, or effect the other way, or a change in a side signal; inactive means no such curve, though single readings can be large or run the other way; the % refers to the signal ratio; further: potency means the concentration at half of the fitted maximal effect; on the % scale 0 is the no-effect control and ±100 the full control effect
Target sequence (Q9NR56 whole entry, looked up): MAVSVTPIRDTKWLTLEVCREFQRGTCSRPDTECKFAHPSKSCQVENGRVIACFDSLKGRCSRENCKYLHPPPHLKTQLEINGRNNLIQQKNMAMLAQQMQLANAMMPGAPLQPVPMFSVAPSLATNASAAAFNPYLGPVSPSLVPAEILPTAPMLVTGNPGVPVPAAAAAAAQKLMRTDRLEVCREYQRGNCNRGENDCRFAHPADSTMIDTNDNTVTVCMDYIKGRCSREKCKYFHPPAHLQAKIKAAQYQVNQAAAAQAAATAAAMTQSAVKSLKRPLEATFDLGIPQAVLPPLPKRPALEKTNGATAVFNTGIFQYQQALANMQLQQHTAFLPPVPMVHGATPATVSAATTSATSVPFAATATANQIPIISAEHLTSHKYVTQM
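TR-FRET between His-tagged MBNL1 and biotin-(CUG)12 RNA, detected with Tb anti-His antibody (0.055 ng/ul) and streptavidin-XL665 (5 nM), 60 min at room temperature. Compounds titrated 92 nM to 58 uM; 665/545 nm ratio normalized to buffer and complex controls.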
TRPV1 ag = HTS Assay for Compounds that Act as Agonists of the Vanilloid Receptor 1. TRPV1-expressing cells, Fluo-8 calcium influx, agonist mode. activation, % at 8.33 µM. AID 540275, 2011. hit rate 0.19% among 320,000; in the data active means activation above about 80%; inconclusive means between about 30% and that limit; further: 0% is about no effect
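TRPV1-expressing cells were cultured overnight at 35.5C and loaded with Fluo-8 calcium dye for 40 to 90 min at room temperature. After a 10 s baseline, compound was added and calcium influx was read kinetically for 3 min (ex 480/em 520 nm).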
A-T KAP1 phos = qHTS Assay for Identifying a Potential Treatment of Ataxia-Telangiectasia; hit rate 0.19% among 320,000; Potency, µM (titrated, usually from 57.5 µM), for the others: top-dose activation, actives largely listed as activators; […] A-T fibroblasts, KAP-1 phosphorylation AlphaLISA; neocarzinostatin DNA damage 30 min before lysis; further: potency means the concentration at half of the fitted maximal effect; % of control where 0% means no effect; nearly all actives have a fitted effect of over 45% in size
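ATM-like activity read as KAP-1 phosphorylation via AlphaLISA donor/acceptor antibody pairs after lysis and 6 hr at 25C. Cells were ATM-null patient fibroblasts ([…], hTERT), dosed 60 min, then exposed to the DSB inducer NCS for 30 min.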
KCNH2 WT inh = qHTS for Inhibitors of KCHN2 3.1: Wildtype qHTS | Voltage-gated inwardly rectifying potassium channel KCNH2 (Homo sapiens), Q12809 | U2OS, BacMam KCNH2, thallium flux FluxOr; hits give low values | activity change, % at 1.84 µM | hit rate 0.37% among 340,000 | AID 720551, 2013;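 active means maximum activity change below -70%; inconclusive means maximum activity change between -70% and -50%; inactive means maximum activity change above -50%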; further: on the % scale 0 is the no-effect control and ±100 the full control effect
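U2OS cells transduced with wild-type KCNH2 virus are loaded with FluxOr dye for 45 min, and thallium flux is measured in kinetic reads before and after stimulation buffer. Rate constants are normalized to DMSO controls.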
GALK inh = qHTS Assay for Inhibitors of Human Galactokinase (GALK); P51570; Purified GALK, Kinase-Glo residual ATP luminescence; Potency, µM (highest dose often 57.5 µM), for the others: at the top dose activity change, negative = inhibition, most hits filed as inhibitors; hit rate 0.007% among 270,000; AID 1868, 2009; further: potency means the concentration at half of the fitted maximal effect; on the % scale 0 is the no-effect control and ±100 the full control effect
Target sequence (P51570 whole entry, looked up): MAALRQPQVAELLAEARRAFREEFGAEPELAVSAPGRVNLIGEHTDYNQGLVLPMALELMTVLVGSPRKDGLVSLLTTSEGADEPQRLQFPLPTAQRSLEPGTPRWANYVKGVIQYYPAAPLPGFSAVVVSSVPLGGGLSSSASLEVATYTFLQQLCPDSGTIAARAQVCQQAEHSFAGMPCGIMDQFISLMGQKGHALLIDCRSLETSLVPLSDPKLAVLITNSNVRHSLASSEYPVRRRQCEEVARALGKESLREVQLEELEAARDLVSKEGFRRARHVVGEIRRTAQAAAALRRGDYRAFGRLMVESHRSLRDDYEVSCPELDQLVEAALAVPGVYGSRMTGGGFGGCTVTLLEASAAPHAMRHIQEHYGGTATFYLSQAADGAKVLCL
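Galactose (100 uM) and ATP (35 uM) were turned over by 5 nM GALK for 1 h at RT. Kinase-Glo Plus then converted the remaining ATP into a luminescent signal.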
KCNH2 3.1 inh = qHTS for Inhibitors of KCHN2 3.1: Mutant qHTS; Potassium voltage-gated channel subfamily H member 2, brain isoform KCNH2 3.1 (human); AID 720553, 2013; hit rate 0.95% among 340,000; activity change, % (tested at about 1.8 µM); U2OS KCNH2 3.1, thallium flux FluxOr; hits give low values;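 active means maximum activity change below -70%; inconclusive means maximum activity change from -70% to -50%; inactive means maximum activity change above -50%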;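 further: thallium influx rate constant from kinetic fluorescence after stimulation buffer; on the % scale 0 is the no-effect control and ±100 the full control effect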
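Thallium flux read-out: FluxOr dye with Red40 quencher in HBSS/HEPES, 45 min at RT. Rate constants from kinetic reads were normalized to positive and negative DMSO controls. Cells: U2OS virally expressing the 3.1 isoform.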
Coupling enz = qHTS Assay for Inhibitors of Fructose-1,6-bisphosphate Aldolase from Giardia Lamblia: Coupling assay counterscreen; coupling enzyme system counterscreen, AmpLite Red fluorescence; activity change, negative = inhibition, % at 58.2 µM, hits read low; hit rate 0.67% among 290,000; in the data active means activity change below about -30%; further: on the % scale 0 is the no-effect control and ±100 the full control effect
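Coupling enzymes only (glyceraldehyde-3-phosphate) + compound, at 57.5 uM final, 10 min RT; add substrate/coupling/AmpLite Red mix, 20 min RT; fluorescence ex 525/em 598 nm. Actives flag coupling-system interference.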
The depositor's hits bear a star; i = inactive; u = inconclusive; x = not tested or not shown; [ ] = remark or other dose. Unless noted, the call rests on the fitted dose curve; in most records, active means well fitted curve in the direction sought with a large enough effect; inconclusive means small, poorly fitted or top-dose-only effect, or another doubt; inactive means no such curve, though single readings can be large; an effect the other way counts as inactive or inconclusive.

SMILES	MLL CXXC-DNA inh	ASM inhibitor	Integrin act MD	MBNL1 CUG block	TRPV1 ag	A-T KAP1 phos	KCNH2 WT inh	GALK inh	KCNH2 3.1 inh	Coupling enz
COc1ccc(/C=N/NC(=O)C(N)=O)c(OC)c1OC	6%	4%	-3%	-7%	2	5%	1	0%	0	4
Cc1cc2oc(=O)cc(CN(C)Cc3cccc(F)c3)c2cc1Cl	9%	u	-14%	-4%	u	10%	7	-1%	-6	3
CCCCN(C(=O)CSc1nc2ccccc2s1)c1c(N)n(CCCC)c(=O)[nH]c1=O	x	9%	-17%	x	x	-7%	3	x	2	x
CN1CCC(=O)N(CCSc2ccccc2)CC1	-8%	-3%	-5%	-2%	-6	12%	16	x	15	0
Cc1ccc(Nc2nnc(SCc3nc4ccccc4c(=O)[nH]3)s2)cc1	3%	-3%	-32%	-2%	-3	-2%	-7	0%	-5	3
CN(c1ccccc1)S(=O)(=O)c1cccc(C(=O)OCC(=O)NCc2ccco2)c1	u	0%	6%	-4%	u	0%	6	-2%	-7	-2
CCOC(=O)C1=C(COC(=O)COc2ccccc2C#N)NC(=O)NC1C (configuration not stated)	x	-1%	7%	x	1	2%	1	x	2	x
NC(=S)Nc1cc(Cl)ccc1Cl	2%	2%	2%	-13%	-5	0%	1	3%	-5	-2
O=C(NCCn1cc(SCc2ccc(F)cc2)c2ccccc21)c1ccccc1F	-5%	-14%	-42%	3%	-5	28%	-12	x	-36	-19
Cc1ccc(N(CC(=O)Nc2cc(C)cc(C)c2)S(=O)(=O)c2c(C)noc2C)cc1	5%	u	-38%	1%	-3	0%	6	-5%	-22	6
COCC(C)N1C(=O)Cc2c1nc(N)c1c(N)nc(N3CCN(c4ccccc4F)CC3)c(C#N)c21 (configuration not stated)	-7%	322%[activator]	-38%	9%	-5	0%	8	0%	6	-8
CC(=O)OC1C2CCC1C([N+]1(C)CCCCC1)CC2 (configuration not stated)	0%	4%	6%	-11%	0	-3%	-7	1%	-7	0
C=CCn1c(COc2ccc(Cl)cc2)nnc1SCC(=O)N/N=C/c1cccc(O)c1	61%[activator]	-5%	40%	-6%	-2	-2%	-7	0%	-1	1
Cn1nnnc1SCC(=O)Nc1cccc(S(=O)(=O)N2CCCCC2)c1	x	-3%	-17%	x	x	3%	-7	x	8	x
COc1ccc2c(c1)C(C)CC(C)(C)N2C(=O)NC1CCCCC1 (configuration not stated)	0%	-3%	-23%	-6%	1	-5%	i	x	-4	-1
CC(=O)Nc1ccc(NC(=O)C(C)OC(=O)c2ccc(OCc3c(C)noc3C)cc2)cc1 (configuration not stated)	-3%	-5%	26%[7.66 µM]	-1%	1	4%	2	-2%	-2	-2
Cc1cccn2c(=O)c3cc(C(=O)NCC4CCCO4)c(=N)n(C4CCCC4)c3nc12 (configuration not stated)	4%	471%[activator]	6%	u	u	1%	-8	-2%	-12	-1
O=C(c1ccc(-n2cccn2)cc1)N1CCc2c([nH]c3ccccc23)C1c1ccccn1 (configuration not stated)	4%	-6%	17%	-7%	-8	-4%	5	-1%	10	-5
CCc1sc(C(=O)Nc2ccc(N3CCOCC3)cc2)cc1C	x	-1%	2%	x	x	23%	1	x	9	x
CC(=O)Nc1nc2cc3c(cc2s1)OCO3	0%	0%	2%	-3%	x	-4%	-2	-9%	9	0
O=S(=O)(c1ccc2ccccc2c1)N1CCc2ccccc21	19%	-5%	3%	4%	1	1%	-8	-6%	19	-1
Cc1nc2ccccc2c(=O)n1NC(=O)CCC(=O)O	7%	2%	1%	-2%	-1	3%	0	-3%	-36	3
COc1ccc(-c2[nH]ncc2CN(C)CC2CCCCO2)cc1F (configuration not stated)	0%	117%[activator]	u	5%	-2	6%	0	-2%	29	0
CCc1ccc(CN2CCCC(C(=O)N3CCCCC3)C2)cc1 (configuration not stated)	7%	-2%	-5%	-2%	26	0%	23	6%	-10	-1
CCOc1ccc(NC(=O)CSc2nnc(C3CC3)n2C2CC2)cc1	x	-3%	-6%	x	0	2%	11	x	5	x
O=C(/C=C/c1cccc(Cl)c1)NCCCN1CCOCC1	2%	0%	6%	19%	3	1%	-17	-1%	-9	0
CC(=O)Nc1ccc(S(=O)(=O)N2CCN=C2SCc2ccc(C)cc2)cc1	7%	-6%	-20%	-1%	-2	6%	3	-6%	0	x
Nc1nc(-c2ccccc2)[nH]c(=O)c1N=O	-3%	-2%	0%	u	-5	0%	-7	0%	-1	1
COc1ccc(C(=O)Nn2cnnc2)c(OC)c1	-6%	3%	-11%	0%	-2	2%	x	2%	5	0
COc1ccc(N(C)S(=O)(=O)c2ccc(C)cc2)c([N+](=O)[O-])c1	8%	-1%	0%	20%	15	2%	-2	6%	2	-2

An excerpt from above in order of the GALK inh value, descending.
smiles | MLL CXXC-DNA inh | ASM inhibitor | Integrin act MD | TRPV1 ag | GALK inh
Nc1nc(-c2ccccc2)[nH]c(=O)c1N=O | -3% | -2% | 0% | -5 | 0%
COc1ccc(-c2[nH]ncc2CN(C)CC2CCCCO2)cc1F (configuration not stated) | 0% | 117%[activator] | u | -2 | -2%
CC(=O)Nc1ccc(S(=O)(=O)N2CCN=C2SCc2ccc(C)cc2)cc1 | 7% | -6% | -20% | -2 | -6%

The results go on.
SMILES	MLL CXXC-DNA inh	ASM inhibitor	Integrin act MD	MBNL1 CUG block	TRPV1 ag	A-T KAP1 phos	KCNH2 WT inh	GALK inh	KCNH2 3.1 inh	Coupling enz
CC(C)N1C(=O)CCC1C(=O)N1CCN(c2ccc(F)cc2)CC1 (configuration not stated)	-27%	0%	u	-2%	4	0%	x	4%	u	1
CNC(=O)CN1C(=O)c2cccc3cccc1c23	-6%	32%[activator]	-11%	u	-1	2%	-4	-3%	15	-1
Cc1ccc(-c2nnc3c4ccccc4c(C)nn23)cc1S(=O)(=O)N1CCN(CCO)CC1	10%	-3%	-22%	-2%	1	-2%	7	2%	5	1
CN(C)c1ccc(NC(=S)NC(=O)/C=C/c2ccco2)cc1	-3%	0%	9%	6%	-3	0%	8	0%	0	0
COc1ccc(C2=NN(C(=O)c3cccnc3)C(c3ccccc3)C2)cc1 (configuration not stated)	-4%	-2%	-28%	9%	11	3%	-2	1%	5	3
CCOc1ccc(S(=O)(=O)NCc2ccc3c(c2)OCO3)cc1C	-6%	-1%	-37%	-4%	10	15%	-5	-6%	-1	0
COc1ccccc1C(=O)NCCC(=O)N(C)CC(=O)Nc1ccc(C)cc1	x	-2%	7%	x	-4	-4%	-11	x	3	x
Cn1c(=O)c2c(nc(Cl)n2Cc2ccc(Cl)c(Cl)c2)n(C)c1=O	1%	-6%	4%	-13%	-1	9%	-15	0%	14	x
Cc1ccc(-c2nn(C)c(=O)c3ccccc23)cc1S(=O)(=O)NCCO	3%	4%	3%[7.66 µM]	-7%	0	1%	-6	-1%	-11	0
Nc1nnc(SCC(=O)Nc2cccc(Cl)c2)s1	x	-1%	14%	x	-5	0%	-2	x	23	x
CC(=O)N/N=C(\C)CCc1ccccc1	-4%	-1%	13%	-1%	1	10%	-4	0%	5	2
Cc1ccc(C)c(NC2CCCCC2NS(=O)(=O)c2ccccc2)c1 (configuration not stated)	2%	-1%	32%	4%	30	-4%	15	6%	8	x
O=S(=O)(c1ccccc1)n1ccc2cccnc21	9%	2%	-44%	-3%	0	-3%	-8	x	-6	-1
COc1cc(OC)cc(-n2nnnc2SCC(=O)N2CCCC2)c1	0%	1%	13%	2%	1	6%	-12	-4%	5	3
COc1ccc(S(=O)(=O)Nc2ccccc2OC)cc1NC(=O)c1cc2ccccc2oc1=O	3%	-8%	22%	15%	3	14%	9	4%	-4	1
COc1ccc(NC(=O)CN(C)C(=O)c2cn(-c3ccccc3)nc2-c2cccs2)cc1	x	-3%	3%	x	12	-2%	-5	x	-3	x
C=CCn1c(=O)n(C(=O)OCC)c2cc(Br)ccc21	6%	-1%	3%	-5%	u	5%	-7	9%	-16	3
CCCn1c(NCc2ccc(N(C)C)cc2)nc2ccccc21	-8%	5%	-11%	-5%	7	-1%	-3	2%	-2	3

Bioassay records deposited in PubChem by National Center for Advancing Translational Sciences (NCATS).
